RNase H inhibition: RNase H inhibition, HIV 1 Gag Pol polyprotein, FRET biochemical assay, screening (AID 372); inhibition, % at 10 µM; hits with a dose series show IC50 in µM; hit rate 0.77% among 100,000; HIV-1 RT RNase H, FRET RNA/DNA substrate fluorescence; higher % means a stronger effect; in the data active = inhibition above about 50%
Active calls of the source: *. This is a subset; the hit share may differ from the screen's.

Start of the data: the first three records, to show the layout:
COc1ccc(C2/C(=C(/O)c3ccccc3)C(=O)C(=O)N2c2cccc(C)c2)c(OC)c1 (centres undefined) was read as RNase H inhibition 6.0%.
Screening COC(=O)C1=C(C)NC(=O)NC1c1ccc(C(C)C)cc1 (centres undefined) returned RNase H inhibition 17.0%.
Cc1ccc(NC(=O)c2c(NC(=O)c3ccccc3Cl)sc3c2CCCCC3)c(C)c1 was read as RNase H inhibition 10.0%.

All compounds of this part, from the first entry:
COc1ccc(C2/C(=C(/O)c3ccccc3)C(=O)C(=O)N2c2cccc(C)c2)c(OC)c1 (centres undefined) was read as RNase H inhibition 6.0%.
Screening COC(=O)C1=C(C)NC(=O)NC1c1ccc(C(C)C)cc1 (centres undefined) returned RNase H inhibition 17.0%.
Cc1ccc(NC(=O)c2c(NC(=O)c3ccccc3Cl)sc3c2CCCCC3)c(C)c1 was read as RNase H inhibition 10.0%.
Screening CC(=O)CC(c1ccccc1)S(=O)(=O)c1cccc(C)c1 (centres undefined) returned RNase H inhibition 2.0%.
`CCOc1cc(C=C2C(=O)NC(=O)NC2=O)ccc1OCCOc1cc(C)ccc1C` gave RNase H inhibition 28.0%.
Screening CCC1CCCCN1S(=O)(=O)c1ccc(Cl)c([N+](=O)[O-])c1 (centres undefined) returned RNase H inhibition 12.0%.
For COCCNC(=O)CSc1ccc(Cl)cc1 the results were RNase H inhibition 0.0%.
Cc1ccc(C)c(OCCCCOc2cccc3cccnc23)c1 was read as RNase H inhibition 24.0%.
CCOC(=O)C1=C(O)/C(=C/c2ccc(N3CCCCC3)cc2)SC1=Nc1ccc(OCC)cc1 was read as RNase H inhibition 16.0%.
For Cc1cc2[nH]c(=O)c(CCO)c(C)n2n1 the results were RNase H inhibition 15.0%.
O=C(Nc1ccc(Cl)c(C(F)(F)F)c1)Nc1ccccc1Cl was read as RNase H inhibition 15.0%.
`C#CCOc1nc(Nc2ccc([N+](=O)[O-])cc2)nc(OCC#C)n1` gave RNase H inhibition 25.0%.
COC(=O)C1=NN(C(=O)c2ccc([N+](=O)[O-])cc2)C(O)(c2ccccc2)C1 (centres undefined) was read as RNase H inhibition 7.0%.
COc1ccc(Cl)cc1NC(=O)C1=C(C)NC(=S)NC1c1ccccc1F (centres undefined) was read as RNase H inhibition 3.0%.
For Cc1cccc(N2C(=O)/C(=C/c3cccc([N+](=O)[O-])c3)SC2=S)c1 the results were RNase H inhibition 0.0%.
For COc1ccc(NC(=O)C(=O)NCCO)cc1Cl the results were RNase H inhibition 4.0%.
`Cc1cc(N(CCO)CCO)nc(-n2nc(C)cc2C)n1` gave RNase H inhibition 6.0%.
Screening O=C(/C(=C/c1ccccc1[N+](=O)[O-])c1nc2ccccc2[nH]1)c1ccccc1 returned RNase H inhibition 0.0%.
For COc1ccc(NS(=O)(=O)c2ccc(NC(C)=O)cc2)c(OC)c1 the results were RNase H inhibition 9.0%.
COc1cccc2c(OC(C)=O)coc12 was read as RNase H inhibition 6.0%.

In the list so far, 2 contain fluorine:
O=C(Nc1ccc(Cl)c(C(F)(F)F)c1)Nc1ccccc1Cl was read as RNase H inhibition 15.0%.
COc1ccc(Cl)cc1NC(=O)C1=C(C)NC(=S)NC1c1ccccc1F (centres undefined) was read as RNase H inhibition 3.0%.

Continued.
For CCOc1ccc(C(=O)Nc2ccc3oc(-c4c(F)c(F)c(F)c(F)c4F)nc3c2)cc1Cl the results were RNase H inhibition 35.0%.
Screening Cc1ccc(-c2n[nH]c(=S)n2N=Cc2ccncc2)cc1 returned RNase H inhibition 0.0%.
For CC(=O)CCS(=O)(=O)c1ccc(-c2ccc(S(=O)(=O)CCC(C)=O)cc2)cc1 the results were RNase H inhibition 0.0%.
Screening CCOc1cccc(/C=N/c2ncn[nH]2)c1O returned RNase H inhibition 0.0%.
Screening COc1ccc(C(=O)Nc2cc(Cl)ccc2Cl)cc1NS(=O)(=O)c1ccc(C(C)(C)C)cc1 returned RNase H inhibition 15.0%.
Screening O=C1NC(=S)N/C1=C/c1ccc(-c2ccc(Cl)cc2)o1 returned RNase H inhibition 8.0%.
For O=C(Nc1cc(-c2ccc(F)cc2)[nH]n1)c1ccc(Br)cc1 the results were RNase H inhibition 0.0%.
For Cc1onc(-c2c(Cl)cccc2Cl)c1C(=O)N(Cc1ccccc1)c1ccccn1 the results were RNase H inhibition 8.0%.
For Cc1ccc2c(c1)OC(=O)C1=C(C(=O)c3ccccc3)C(=O)C(=O)N12 the results were RNase H inhibition 6.0%.
CCc1ccc(S(=O)(=O)N=Nc2c(O)[nH]c3ccc([N+](=O)[O-])cc23)cc1 was read as RNase H inhibition 5.0%.
Screening O=C(O)c1ccc(N2C(=O)CC(N3CCN(c4cccc(Cl)c4)CC3)C2=O)cc1 (centres undefined) returned RNase H inhibition 0.0%.
Screening Cc1cc2oc(=O)cc(C)c2cc1NC(=O)COc1ccccc1 returned RNase H inhibition 7.0%.
Screening NC(=O)c1c(NC(=O)CCN2C(=O)c3ccccc3C2=O)sc2c1CCC2 returned RNase H inhibition 11.0%.
`CC(C)=C1C2CCC1C(C(=O)NCCC1=CCCCC1)C2C(=O)O` (centres undefined) gave RNase H inhibition 4.0%.
Screening COc1ccc(NC(=S)NC(=O)Cc2ccccc2)c(OC)c1 returned RNase H inhibition 11.0%.
O=C(c1ccncc1)N1CCN(Cc2ccc3c(c2)OCO3)CC1 was read as RNase H inhibition 10.0%.
`O=C(COc1ccccc1[N+](=O)[O-])Nc1ccc2c(c1)Cc1ccccc1-2` gave RNase H inhibition 15.0%.
For Cc1ccc(Nc2nc(-c3cccc(N4C(=O)c5ccccc5C4=O)c3)cs2)cc1 the results were RNase H inhibition 11.0%.
NC(=O)c1cc2n(n1)C(C(F)(F)F)CC(c1ccc(Cl)cc1)N2 (centres undefined) was read as RNase H inhibition 7.0%.
`O=C(NC1CCCC1)c1cc(-c2ccccc2Cl)nc2ccccc12` gave RNase H inhibition 5.0%.
`Clc1ccc(CN2CCN(Cc3ccc4c(c3)OCO4)CC2)cc1Cl` gave RNase H inhibition 20.0%.
Screening CC(/C=N\NC(=O)Cn1nnc2ccccc21)=C/c1ccc(C(C)C)cc1 returned RNase H inhibition 6.0%.
For Cc1ccc(C(=O)NNC(=O)c2ccc([N+](=O)[O-])cc2)cc1 the results were RNase H inhibition 1.0%.
For COc1ccc(OC)c(/C=C2/SC(=S)N(c3ccc(Cl)cc3)C2=O)c1 the results were RNase H inhibition 4.0%.
Screening CN1CCN(C(=O)CCCN2C(=O)/C(=C/c3cccs3)SC2=S)CC1 returned RNase H inhibition 9.0%.
Screening Cc1cccc(C)c1OCC(=O)Nc1cc(C(=O)O)cc(C(=O)O)c1 returned RNase H inhibition 6.0%.
`CCOC(=O)C1=C(C)OC(N)=C(C#N)C1c1ccc(NC(C)=O)cc1` (centres undefined) gave RNase H inhibition 7.0%.
Screening COc1ccc(C(=O)Oc2cccc3cccnc23)cc1OC returned RNase H inhibition 2.0%.
CC(=O)c1ccc(N=Nc2c(C)[nH][nH]c2=O)cc1 was read as RNase H inhibition 18.0%.
`C=CCN1C(=O)/C(=C\C=C\c2ccccc2[N+](=O)[O-])SC1=S` gave RNase H inhibition 20.0%.
For COc1ccc(COC(=O)C2=C(C)NC3=C(C(=O)CCC3)C2c2ccc(Cl)cc2)cc1 (centres undefined) the results were RNase H inhibition 16.0%.
For Clc1cccc(/C=N/N2CCN(Cc3cccc4ccccc34)CC2)c1Cl the results were RNase H inhibition 12.0%.
Screening C=CCc1cc(/C=C2\C(=O)NC(=O)N(c3cccc(Br)c3)C2=O)cc(OC)c1OC returned RNase H inhibition 2.0%.
For CCOc1ccc(NC(=O)C(=O)N/N=C/c2ccc(Cl)cc2Cl)cc1 the results were RNase H inhibition 12.0%.
O=C1CC(c2ccccc2)CC(O)=C1C=Nc1ccc(Cl)c(C(F)(F)F)c1 (centres undefined) was read as RNase H inhibition 14.0%.
For O=[N+]([O-])c1ccccc1-c1ccc(/C=N/n2cnnc2)o1 the results were RNase H inhibition 5.0%.
For COC(=O)CNC(=O)CN(c1ccc(OC)cc1OC)S(=O)(=O)c1ccccc1 the results were RNase H inhibition 10.0%.
`CCCCCSc1nnc2c(n1)[nH]c1ccc(C)cc12` gave RNase H inhibition 1.0%.
Screening Cc1cc(Oc2ccc([N+](=O)[O-])cc2)nc(-n2nc(C)cc2C)n1 returned RNase H inhibition 10.0%.
Cc1nc(N)sc1C(=O)N/N=C/c1c(Cl)ccc(Cl)c1Cl was read as RNase H inhibition 24.0%.
For COc1ccc(CCNC(=O)c2ccccc2F)cc1OC the results were RNase H inhibition 0.0%.
For COC(=O)C1=C(C)Nc2cc(C(F)(F)F)ccc2S1 the results were RNase H inhibition 9.0%.
CCOc1ccc(C(=O)Nc2ccccc2C(F)(F)F)cc1 was read as RNase H inhibition 11.0%.
`CCOC(=O)c1c(NC(=S)NC(=O)c2ccc(C)cc2)sc2c1CCCC2` gave RNase H inhibition 5.0%.
For S=c1[nH]c2ccccc2n1CN1CCOCC1 the results were RNase H inhibition 1.0%.
Screening Cc1ccc(-n2c(C)cc(C=C3C(=O)N(C)C(=S)N(C)C3=O)c2C)cc1[N+](=O)[O-] returned RNase H inhibition 0.0%.
CC(C)(C)c1cc(C(=O)N/N=C/c2ccccc2)n[nH]1 was read as RNase H inhibition 6.0%.
O=C(O)CCC(=O)Nc1ccc(Br)cc1C(=O)c1ccccc1 was read as RNase H inhibition 0.0%.
`C(=N\N(c1ccccc1)c1ccccc1)/c1ccccc1` gave RNase H inhibition 32.0%.
For C/C(CC(=O)Nc1ccccc1)=N\NC(=O)CC#N the results were RNase H inhibition 0.0%.
Screening CCc1ccc2oc(-c3ccc(NC(=S)NC(=O)c4ccc(OC)cc4)cc3)nc2c1 returned RNase H inhibition 34.0%.
For Nc1cccc(-n2c(=O)c3cc4c(=O)n(-c5cccc(N)c5)c(=O)c4cc3c2=O)c1 the results were RNase H inhibition 1.0%.
CC/C(=N/NC(=O)c1cccc(Cl)c1)c1ccccc1 was read as RNase H inhibition 12.0%.
`O=C(Nc1ccc(Cl)cc1)c1ccc(I)cc1` gave RNase H inhibition 0.0%.
`CCCOC(=O)c1cccc(NC(=O)COc2ccc(Br)cc2)c1` gave RNase H inhibition 0.0%.
For Cn1c(=O)n(C)c2cc(/C=C3/C(=O)NN(c4ccccc4)C3=O)ccc21 the results were RNase H inhibition 10.0%.
`COc1ccc2c(c1C)CCC/C2=N\OC(=O)c1cc(OC)c(OC)c(OC)c1` gave RNase H inhibition 6.0%.
Screening Nc1ccc(C(=O)c2ccc(N)c(N)c2)cc1N returned RNase H inhibition 12.0%.
Screening CC(=O)N1CCN(c2nc(-c3ccccc3)c3cc(Br)ccc3n2)CC1 returned RNase H inhibition 3.0%.
Screening COc1cc(/C=C2/SC(=S)N(Cc3ccccc3)C2=O)ccc1OS(=O)(=O)c1ccccc1 returned RNase H inhibition 11.0%.

Three neighbouring records out of the list so far, quoted:
For COc1ccc(CCNC(=O)c2ccccc2F)cc1OC the results were RNase H inhibition 0.0%.
For COC(=O)C1=C(C)Nc2cc(C(F)(F)F)ccc2S1 the results were RNase H inhibition 9.0%.
CCOc1ccc(C(=O)Nc2ccccc2C(F)(F)F)cc1 was read as RNase H inhibition 11.0%.

Carrying on:
For O=C1c2ccccc2C(=O)N1/N=C/c1ccc(O)cc1O the results were RNase H inhibition 7.0%.
S=c1[nH]nc(-c2ccc(Cl)cc2Cl)n1N=C/C(Cl)=C/c1ccccc1 was read as RNase H inhibition 15.0%.
Screening CCCSC1=C(C#N)C(c2ccc(Cl)cc2)CC(=O)N1 (centres undefined) returned RNase H inhibition 0.0%.
COc1ccc(C2/C(=C(/O)c3ccccc3)C(=O)C(=O)N2c2cc(C(C)(C)C)on2)cc1OC (centres undefined) was read as RNase H inhibition 0.0%.
`CC(=O)NC1=NC(=O)/C(=C/c2cc(C)n(-c3ccc4c(c3)OCO4)c2C)S1` gave RNase H inhibition 16.0%.
`COc1ccc(C2CC(=O)C3=C(C2)Nc2ccccc2NC3c2ccc([N+](=O)[O-])cc2)cc1` (centres undefined) gave RNase H inhibition 29.0%.
Screening O=C(NCCc1ccccc1)C(=O)NN=C1CCCCC1 returned RNase H inhibition 6.0%.
O=C(N/N=C/c1ccccc1O)c1ccc(O)c(O)c1 was read as RNase H inhibition 40.0%.
O=C(Nc1ccc2c(c1)OCCO2)c1ccccc1[N+](=O)[O-] was read as RNase H inhibition 7.0%.
Screening COC(=O)C1=C(C)NC2=C(C(=O)c3ccccc32)C1c1ccc(OCc2ccccc2Cl)c(Cl)c1 (centres undefined) returned RNase H inhibition 7.0%.
Screening Cc1ccc(C(=O)N/C(=C/c2ccco2)C(=O)NC2CCCCC2)cc1 returned RNase H inhibition 0.0%.
Screening O=C(O)CN1C(=O)/C(=C\c2ccc(-c3cccc4c3C(=O)c3ccccc3C4=O)o2)SC1=S returned RNase H inhibition 0.0%.
Screening Cc1ccc(-c2nnc(-c3cccnc3)o2)cc1 returned RNase H inhibition 3.0%.
For O=S(=O)(Nc1cccc(C(F)(F)F)c1)c1cccs1 the results were RNase H inhibition 0.0%.
Screening COc1ccc(OC)c(C=NNC(=O)COc2c(C)cccc2C)c1 returned RNase H inhibition 4.0%.
OCc1cn(-c2ccccc2)nc1-c1ccco1 was read as RNase H inhibition 14.0%.
`COc1ccc(C2C(C(C)=O)C(=O)CC(C)(O)C2C(C)=O)cc1OC` (centres undefined) gave RNase H inhibition 9.0%.
For COC(=O)c1ccccc1NC(=O)c1cc(Cl)ccc1OC the results were RNase H inhibition 17.0%.
Screening CCOC(=O)C1=C(C)N=c2s/c(=C\c3ccc(Cl)cc3)c(=O)n2C1c1cccc([N+](=O)[O-])c1 (centres undefined) returned RNase H inhibition 4.0%.
`O=C(Cc1ccccc1)N1CCSC1=S` gave RNase H inhibition 12.0%.
Screening COc1ccc(CO/N=C(/N)c2nonc2N)cc1[N+](=O)[O-] returned RNase H inhibition 0.0%.
`O=C(Nc1cc(C(F)(F)F)ccc1Cl)c1nn2c(c1Br)NC(c1ccccc1)CC2C(F)(F)F` (centres undefined) gave RNase H inhibition 0.0%.
For O=C(Nc1ccc(OC(F)(F)F)cc1)c1cccnc1 the results were RNase H inhibition 0.0%.
